# Runt-CBFb FRET = inhibitors of human RUNX1 Runt domain binding to CBFb | AID 1496 | inhibition, % at 20 µM | actives 0.46% (n = 220,000) | Cerulean-Runt/Venus-CBFb FRET ratio 530/480, 1 h;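 active = inhibition over about 50% at 20 µM in the single-dose screen, limit read from the data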;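 note: 0% = DMSO wells and 100% = excess unlabeled CBFb competitor control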
#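 test system = Cerulean-Runt domain fusion protein, energy donor | probe or stimulus = Venus-CBFb binding partner, 100 nM | incubation = two 1 h room-temperature incubations shielded from light | detection = fluorescence energy transfer, 422 nm excitation, 530/480 nm emission | measure = loss of energy transfer signal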
# NPY-Y1 PAM-ag = human NPY-Y1 potentiation or agonism, primary screen | activation, % at 3.6 µM | NPY-Y1 expressing cells, potentiator/agonist activation | AID 1304 | actives 0.37% (n = 220,000) | P25929; in the data active = activation above about 33%, passing the limit was not always enough;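 note: cells stimulated with NPY at EC10 then isoproterenol at EC100; 0% = low agonist plus stimulus and 100% = saturating agonist plus stimulus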
# Target sequence (P25929 whole entry, looked up): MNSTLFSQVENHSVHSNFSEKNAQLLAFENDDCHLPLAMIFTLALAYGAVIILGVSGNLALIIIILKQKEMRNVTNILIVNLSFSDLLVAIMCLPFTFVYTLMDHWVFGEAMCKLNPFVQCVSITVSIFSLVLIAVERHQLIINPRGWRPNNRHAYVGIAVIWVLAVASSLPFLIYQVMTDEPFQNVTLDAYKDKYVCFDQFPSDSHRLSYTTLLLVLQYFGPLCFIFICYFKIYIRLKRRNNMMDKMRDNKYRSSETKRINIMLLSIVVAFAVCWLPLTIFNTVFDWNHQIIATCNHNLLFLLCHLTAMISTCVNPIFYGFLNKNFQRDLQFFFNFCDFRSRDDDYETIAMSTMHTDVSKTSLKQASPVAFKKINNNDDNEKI
# S1P4 ag = human S1P4 receptor agonism; AID 1509; O95977; activation, % at 4.98 µM; S1P4-expressing cell line, agonist reporter assay; actives 0.35% (n = 220,000); in the data active = activation above about 11%;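 note: 0% = DMSO vehicle and 100% = reference agonist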
# NPY Y1 blocker = antagonists of human neuropeptide Y receptor Y1; P25929; inhibition, % at 3.6 µM; HEK293-CNG Y1 cells, membrane potential fluorescence; NPY at EC95, then isoproterenol; actives 1% (n = 200,000);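 active = inhibition above the campaign mean inhibition of all tested compounds plus 3 SD, cut at about 20% in these data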;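 note: 0% = DMSO wells given NPY plus isoproterenol and 100% = isoproterenol alone without NPY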
#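 Assay system: HEK293 cells with Y1 receptor plus CNG channel | Probe or stimulus: NPY (25 nM), isoproterenol (1 µM), Ro 20-1724 (25 µM) | Timing: Compound incubation 1 h at room temperature, readout 45 min post-stimulation | Measured by: Membrane-potential fluorescent dye readout | Benchmarks: High control isoproterenol alone, low control NPY with isoproterenol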
# S1P4 antagonist = antagonists of human S1P4 receptor; inhibition, % at 4.98 µM; actives 0.26% (n = 220,000); S1P4-expressing cells, antagonist mode, reporter read-out; O95977; in the data active = inhibition above about 29%;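 note: 0% = wells stimulated with agonist and 100% = vehicle wells without agonist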
# BaF3 parental = counter-screen for JAK2V617F inhibitors: parental Ba/F3 viability inhibitors | CellTiter-Glo ATP luminescence | inhibition, % at 5.6 µM | actives 1.1% (n = 220,000);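 active = inhibition above a per-campaign cutoff, the mean inhibition of all tested compounds plus 3 SD, cut at about 27% in these data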;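 note: 0% = DMSO wells and 100% = JAK Inhibitor I control wells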
# RBBP9 inh = blocks human serine hydrolase RBBP9; recombinant RBBP9, FP-Rh probe fluorescence polarization; inhibition, % at 7.94 µM; actives 0.2% (n = 220,000); AID 1515;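 active = inhibition above the campaign mean of all tested compounds plus 3 SD, cut at about 14% in these data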;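 note: plate controls were DMSO wells with RBBP9 for no effect and wells lacking RBBP9 protein for full effect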
# Target sequence (O75884 whole entry, looked up): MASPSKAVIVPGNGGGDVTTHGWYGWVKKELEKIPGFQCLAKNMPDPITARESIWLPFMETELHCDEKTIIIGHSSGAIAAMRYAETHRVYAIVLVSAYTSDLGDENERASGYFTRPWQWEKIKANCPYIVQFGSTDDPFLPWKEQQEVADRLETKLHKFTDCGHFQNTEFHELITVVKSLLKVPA
#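 Material: RBBP9 protein. Amount: RBBP9 at 2.5 µM in dispensed solution, before mixing. Schedule: 30 min then 45 min, 25 °C. Medium: Tris buffer pH 8.0, NaCl, Pluronic. Measured by: fluorescence polarization. Measure: percent inhibition from mP, scaled between DMSO and no-protein wells. Replication: one well per compound.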
# NPY-Y2 PAM-ag = potentiators or agonists of human neuropeptide Y receptor Y2; P49146; cells expressing NPY-Y2, potentiator/agonist read-out; activation, % at 3.6 µM; actives 0.45% (n = 220,000); in the data active = activation above about 27%;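 note: cells stimulated with NPY near EC25 plus isoproterenol at EC100; 0% = vehicle plus submaximal agonist and 100% = vehicle plus saturating agonist; some results beyond the cut were filed as inactive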
# Ba/F3 V617F tox = loss of viability in JAK2V617F-driven Ba/F3 cells; Ba/F3 EpoR-JAK2V617F viability, ATP luminescence; inhibition, % at 5.6 µM; actives 1.1% (n = 220,000); AID 1446;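 active = inhibition above the campaign mean plus 3 SD over all tested compounds, cut at about 24% in these data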;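 note: cytokine-independent growth of Ba/F3 cells driven by EpoR plus mutant JAK2; 0% = DMSO-treated cells and 100% = JAK inhibitor I control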
# The depositor's hits bear a star; · = not tested or not shown. An unsorted share of the library; any-hit rate near 3.6%.
entry	Molecule	S1P4 ag	NPY Y1 blocker	S1P4 antagonist	BaF3 parental	Ba/F3 V617F tox
1	COc1ccc2c(c1)[nH]c1c(=O)n(Cc3ccco3)cnc12	-1.9	-8.9	-4.9	1.6	1.2
2	NC(=O)[C@@H]1CCCNc2c(I)cc([N+](=O)[O-])cc2C(=O)N[C@@H](CCCN=C(N)N)C(=O)N[C@@H](CCCN=C(N)N)C(=O)N1	1.4	-0.4	15.5	5.5	3.0
3	CCOC(=O)N/N=C(/C)c1ccc([N+](=O)[O-])o1	1.6	2.5	-9.4	3.0	0.4
4	N#CCCCSc1nnc(CSc2nc3ccccc3s2)n1-c1ccccc1	-1.4	1.6	-14.5	3.4	-3.4
5	CCCc1cc(=O)n2[nH]c(NCc3ccc(OC)c(OC)c3)nc2n1	2.1	2.5	-8.5	1.0	-1.4
6	Cc1cccc2c(=O)c(Br)c(C)n(Cc3ccccc3)c12	2.6	-1.8	-16.2	1.5	-0.2
7	O=C(c1ccccc1)N(Cc1ccc(F)cc1)Cc1nc2ccccc2c(=O)[nH]1	1.9	4.4	1.7	6.8	9.3
8	Cc1cc(C)n(-c2nc(SCCN(C)C)c3c4c(sc3n2)COC(C)(C)C4)n1	-1.7	147.1*	-6.8	11.5	8.2
9	COc1ccc(NC(=O)CCC2COc3ccccc3O2)c(OC)c1 (configuration not stated)	0.1	6.9	-9.8	2.2	-0.3
10	CCOC(=O)CN1C(=O)Nc2ccc(Br)cc2C1c1ccccc1 (configuration not stated)	0.6	4.8	-0.7	2.1	-2.1
11	Cc1c(/C=C(\CC(=O)O)c2nc3ccccc3s2)cc(C#N)n1C	0.3	·	13.5	-1.7	-1.1
12	CCOc1ccc(CCNC(=O)COC(=O)c2cccnc2OCC)cc1OCC	-2.5	-0.7	1.2	1.8	1.5
13	CC(C)(C)NC(=S)N/N=C\c1ccc(-c2ccc([N+](=O)[O-])cc2)o1	-2.6	·	44.7*	1.2	0.0
14	O=C(Cc1nn[nH]n1)c1ccccc1O	-0.7	3.6	7.2	-2.7	-3.4
15	CCn1c(CSc2nnc(-c3cccnc3)n2-c2ccccc2C)nc2cc(C(=O)O)ccc21	0.4	-1.0	5.0	2.3	2.7

entry	NPY-Y2 PAM-ag	Runt-CBFb FRET	NPY-Y1 PAM-ag	RBBP9 inh
1	-14.7	15.1	-1.4	-5.0
2	3.0	1.5	-1.8	-1.5
3	-36.9	·	-3.6	2.6
4	-3.8	-4.3	6.4	-7.8
5	1.0	-1.0	0.8	0.1
6	-3.9	1.0	3.0	-3.9
7	-25.4	-0.6	-24.9	-2.6
8	-58.8	1.2	-166.9	-2.7
9	-4.1	-0.3	-16.2	-3.5
10	9.1	·	14.6	2.8
11	-19.8	1.9	-18.0	-8.6
12	-9.6	0.9	-23.1	-0.7
13	2.7	32.9	14.3	-1.6
14	-2.2	-0.2	-3.7	-3.7
15	4.7	4.4	-4.8	14.2

# Single records, from the list above. Screens in order: S1P4 ag, NPY Y1 blocker, S1P4 antagonist, BaF3 parental, Ba/F3 V617F tox, NPY-Y2 PAM-ag, Runt-CBFb FRET, NPY-Y1 PAM-ag, RBBP9 inh
# `CCOc1ccc(CCNC(=O)COC(=O)c2cccnc2OCC)cc1OCC` is entered as -2.5, -0.7, 1.2, 1.8, 1.5, -9.6, 0.9, -23.1, -0.7
# `CCCc1cc(=O)n2[nH]c(NCc3ccc(OC)c(OC)c3)nc2n1` is entered as 2.1, 2.5, -8.5, 1.0, -1.4, 1.0, -1.0, 0.8, 0.1

# Continuation:
entry	Molecule	S1P4 ag	NPY Y1 blocker	S1P4 antagonist	BaF3 parental	Ba/F3 V617F tox
16	Cn1nc(C(=O)Nc2sc3c(c2C#N)CCCC3)ccc1=O	0.9	4.3	-1.5	5.6	1.5
17	Cc1c(NC(=O)c2cc(-c3cccs3)on2)c(=O)n(-c2ccccc2)n1C	-1.1	1.8	6.4	0.5	0.3
18	Clc1cccc(CN2CCN(Cc3nc(CCc4ccccc4)no3)CC2)c1	-0.2	4.1	-27.2	6.1	2.1
19	COC(=O)c1ccc(NC(=O)COC(=O)CSc2nc(C)cc(C)n2)cc1	1.2	1.4	-19.0	-2.1	-4.8
20	Cc1ccc(NC(=O)C(Cc2ccccc2)N2C(=O)C3C4CCC(C4)C3C2=O)cc1Cl (configuration not stated)	-2.1	0.3	1.2	3.8	-4.1
21	Brc1ccc2ncnc(NCc3ccccc3)c2c1	1.5	-1.6	4.9	9.6	0.9
22	Cc1ccc2c(CN3CCCc4ccccc43)cc(=O)oc2c1C	-0.2	9.1	19.2	3.1	2.1
23	CCOc1ccc(NC(=O)CN2C(=O)CSC2=O)cc1	1.5	1.0	-6.1	9.5	-1.6
24	COc1ccc(-c2nnc(SCc3nnc(-c4cccs4)o3)n2CC2CCCO2)cc1 (configuration not stated)	57.1*	-5.6	-10.8	2.2	-0.9
25	COc1cccc2[nH]c3c(Cl)ncnc3c12	0.3	0.1	-7.0	4.9	-2.5
26	COc1cc(NC(=S)Nc2ccc3c(c2)OCCO3)cc(OC)c1OC	-0.5	·	8.5	-2.6	-1.2
27	CCOC(=O)SC1=N/C(=C\c2ccc(N(C)C)cc2)C(=O)S1	-1.1	-1.4	-9.9	6.4	1.0
28	Cc1cc(NC(=O)CCC(=O)N(CC(=O)NC2CCCC2)Cc2ccco2)no1	1.6	-1.4	-0.6	2.8	-3.4

entry	NPY-Y2 PAM-ag	Runt-CBFb FRET	NPY-Y1 PAM-ag	RBBP9 inh
16	-4.7	5.4	-9.0	-5.7
17	-5.6	4.2	1.4	-1.8
18	-19.7	-4.2	-4.2	-6.5
19	8.9	-2.1	17.0	0.6
20	3.5	0.7	-7.9	0.4
21	3.3	-1.4	-10.3	-8.5
22	1.4	-1.8	-8.3	-5.0
23	-3.7	-0.1	11.1	-1.1
24	1.4	-0.4	1.7	-5.4
25	-12.3	52.2*	5.6	-5.1
26	-9.0	4.8	-26.9	-8.5
27	5.1	-5.0	-6.1	3.2
28	-4.2	-0.7	13.3	1.6

# Exported as tab-separated lines: entries from further up
entry	SMILES	S1P4 ag	NPY Y1 blocker	S1P4 antagonist	BaF3 parental	Ba/F3 V617F tox	NPY-Y2 PAM-ag	Runt-CBFb FRET	NPY-Y1 PAM-ag	RBBP9 inh
17	Cc1c(NC(=O)c2cc(-c3cccs3)on2)c(=O)n(-c2ccccc2)n1C	-1.1	1.8	6.4	0.5	0.3	-5.6	4.2	1.4	-1.8
18	Clc1cccc(CN2CCN(Cc3nc(CCc4ccccc4)no3)CC2)c1	-0.2	4.1	-27.2	6.1	2.1	-19.7	-4.2	-4.2	-6.5
19	COC(=O)c1ccc(NC(=O)COC(=O)CSc2nc(C)cc(C)n2)cc1	1.2	1.4	-19.0	-2.1	-4.8	8.9	-2.1	17.0	0.6
20	Cc1ccc(NC(=O)C(Cc2ccccc2)N2C(=O)C3C4CCC(C4)C3C2=O)cc1Cl (configuration not stated)	-2.1	0.3	1.2	3.8	-4.1	3.5	0.7	-7.9	0.4
21	Brc1ccc2ncnc(NCc3ccccc3)c2c1	1.5	-1.6	4.9	9.6	0.9	3.3	-1.4	-10.3	-8.5
22	Cc1ccc2c(CN3CCCc4ccccc43)cc(=O)oc2c1C	-0.2	9.1	19.2	3.1	2.1	1.4	-1.8	-8.3	-5.0
23	CCOc1ccc(NC(=O)CN2C(=O)CSC2=O)cc1	1.5	1.0	-6.1	9.5	-1.6	-3.7	-0.1	11.1	-1.1
24	COc1ccc(-c2nnc(SCc3nnc(-c4cccs4)o3)n2CC2CCCO2)cc1 (configuration not stated)	57.1*	-5.6	-10.8	2.2	-0.9	1.4	-0.4	1.7	-5.4
25	COc1cccc2[nH]c3c(Cl)ncnc3c12	0.3	0.1	-7.0	4.9	-2.5	-12.3	52.2*	5.6	-5.1
26	COc1cc(NC(=S)Nc2ccc3c(c2)OCCO3)cc(OC)c1OC	-0.5	·	8.5	-2.6	-1.2	-9.0	4.8	-26.9	-8.5
27	CCOC(=O)SC1=N/C(=C\c2ccc(N(C)C)cc2)C(=O)S1	-1.1	-1.4	-9.9	6.4	1.0	5.1	-5.0	-6.1	3.2
28	Cc1cc(NC(=O)CCC(=O)N(CC(=O)NC2CCCC2)Cc2ccco2)no1	1.6	-1.4	-0.6	2.8	-3.4	-4.2	-0.7	13.3	1.6

# Compound activity as filed in PubChem.
